High-throughput results as filed in PubChem BioAssay.
Shiga toxin inh = inhibitors of Shiga toxin in Vero cells; inhibition, % at 38.7 µM; 290,000 compounds, 9.2% hits; Vero cells, Shiga toxin protein synthesis inhibition reporter; in the data active = inhibition mostly above about 28%, no sharp cut-off; inactive = mostly below about 43%; also: 0% is about no effect
CHX counter = affects cycloheximide protein synthesis inhibition readout, counter-screen; AID 2314; cell reporter, cycloheximide protein synthesis inhibition counterscreen; max response, %; 300,000 compounds, 12% hits; in the data active = max response mostly above about 13%, no sharp cut-off; inactive = mostly below about 14%; also: read at 38.3 µM for the half of the compounds with a filed dose; 0% is about no effect
LmPK inhibitor = LmPK (Leishmania mexicana) enzyme inhibition. Q27686. purified LmPK, Kinase-Glo ATP luminescence, 1 h. Potency, µM (doses to about 57.5 µM), for inactives: at the highest dose activity change, negative = inhibition, actives largely listed as inhibitors. 290,000 compounds, 0.37% hits. AID 1721; also: potency is read from the fitted curve at half-maximal effect; % is scaled to controls: 0 for no effect and ±100 for the full control effect
Target sequence (Q27686 whole entry, looked up): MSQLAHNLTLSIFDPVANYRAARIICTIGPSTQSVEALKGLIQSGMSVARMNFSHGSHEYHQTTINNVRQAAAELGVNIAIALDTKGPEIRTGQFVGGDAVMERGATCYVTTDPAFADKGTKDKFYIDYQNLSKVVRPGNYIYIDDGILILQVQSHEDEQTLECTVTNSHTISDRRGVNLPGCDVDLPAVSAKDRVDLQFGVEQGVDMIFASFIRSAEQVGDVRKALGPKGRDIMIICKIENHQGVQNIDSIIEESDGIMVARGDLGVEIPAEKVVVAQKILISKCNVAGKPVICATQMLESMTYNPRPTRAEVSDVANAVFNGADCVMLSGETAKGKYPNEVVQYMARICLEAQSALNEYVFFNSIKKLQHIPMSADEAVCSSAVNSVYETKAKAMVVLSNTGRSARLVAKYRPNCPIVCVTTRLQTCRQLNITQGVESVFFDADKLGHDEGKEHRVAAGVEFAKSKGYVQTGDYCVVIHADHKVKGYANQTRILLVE
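Purified LmPK (0.1 nM) with 0.5 mM PEP and 0.1 mM ADP in imidazole buffer pH 7.2 with MgCl2/KCl, 1 h at room temperature. ATP formed was read by luciferase luminescence and normalized to no-enzyme and uninhibited controls.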
AMA1 RON2 block = AMA1-RON2 (P. falciparum) interaction inhibition; Potency, µM (top dose mostly 58.2 µM), without a hit: at the top dose activity change, negative = inhibition, usual class: inhibitors; AID 720542; 360,000 compounds, 0.2% hits; AlphaScreen AMA1-biotinylated RON2 peptide binding;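 also: potency is read from the fitted curve at half-maximal effect; 0% = vehicle wells and -100% = peptide control; nearly all actives have a fitted effect of over 45% in size; some results filed as inactive show a strong effect at the top dose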
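AMA1 (3D7) with his tag at 25 nM final met compounds first, then biotinylated RON2 peptide at 25 nM; detection used donor plus acceptor beads, 10 µg/mL apiece, read by AlphaScreen after 30 min at room temperature.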
TbPYK inhibitor = T. brucei pyruvate kinase inhibition; Q57TT1; TbPYK enzyme, Kinase-Glo Plus ATP luminescence, 45 min; Potency, µM (series often up to 76.8 µM), for inactives: at the highest dose activity, negative = inhibition, most hits filed as inhibitors; 410,000 compounds, 0.12% hits; AID 624173; also: potency is read from the fitted curve at half-maximal effect; % is scaled to controls: 0 for no effect and ±100 for the full control effect; nearly all actives have a fitted effect of over 50% in size
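TbPYK + substrate in 50 mM TEA pH 7.2, 100 mM KCl, 10 mM MgCl2, 0.05% BSA, 0.01% Tween-20; cpd pinned; ADP 130 uM final; 45 min RT; Kinase-Glo Plus 10 min; luminescence endpoint.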
Pf growth 96h = P. falciparum growth inhibition at 96 hour, primary screen for plastid delayed-death inhibitors; P. falciparum luciferase reporter growth, 96 h; Potency, µM (highest dose often 28.7 µM), inactives show at the highest dose activity change, negative = inhibition, most hits filed as inhibitors; 320,000 compounds, 6.9% hits; AID 504834; also: potency is read from the fitted curve at half-maximal effect; % is scaled to controls: 0 for no effect and ±100 for the full control effect
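Delayed-death screen, second-generation endpoint: infected erythrocytes, 2% hematocrit, 0.05% parasitemia final; 96 hours at 37 C, 5% CO2; luciferase detection reagent; luminescence decrease equals reduced growth.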
Pf growth 48h = P. falciparum growth inhibition at 48 hours (one generation); AID 504832; Potency, µM (titrated, usually from 28.7 µM), without a hit: at the top dose activity change, negative = inhibition, most hits filed as inhibitors; P. falciparum luciferase growth in erythrocytes, 48 h; 310,000 compounds, 5.9% hits; also: potency is read from the fitted curve at half-maximal effect; % is scaled to controls: 0 for no effect and ±100 for the full control effect
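Luciferase-expressing P. falciparum in infected erythrocytes (2% hematocrit, 0.1% parasitemia final) in RPMI 1640/0.5% Albumax were exposed to compound for 48 hours at 37 C, 5% CO2; growth read as luminescence.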
An asterisk follows results filed as active; ? = inconclusive; . = no result given; [ ] = remark or other dose. Unless noted, calls follow the shape of the dose curve; as a rule, active = well fitted curve in the direction sought with a large enough effect; inconclusive = small, poorly fitted or top-dose-only effect, or another doubt; inactive = no such curve, though single readings can be large; an effect the other way counts as inactive or inconclusive. Random draw from the library; 21% or so of the library scored in one or more.

# | canonical_smiles | Pf growth 96h | Shiga toxin inh | LmPK inhibitor | TbPYK inhibitor | Pf growth 48h | CHX counter | AMA1 RON2 block
1 | Cc1ccc(-c2nnn(CC(=O)N(CC(=O)NC3CCCC3)c3cnc4ccccc4c3)n2)o1 | 9.3µM* | -16 | -3% | 2% | ? | 1 | 11%
2 | N#CCCN(C(=O)COC(=O)CCC(=O)c1ccc(F)cc1)c1ccccc1 | -15% | . | . | 0% | -3% | . | -5%
3 | Cc1ccccc1-n1c(SCc2cccc(F)c2)nc2[nH]ncc2c1=O | ? | -6 | 6% | -14% | ? | -1 | 38%[activator]
4 | CNC(=S)NNC(=O)COc1ccc(C)c(C)c1 | 103%[activator] | -2 | 3% | -19% | 30% | 7 | 48%[activator]
5 | Cc1ccc(C)c(/C=N/Nc2nc3ccccc3c(=O)n2O)c1 | 7% | 34* | 3% | ? | 34%[activator] | 22* | 93%[activator]
6 | CCN(CC)C(=O)Cn1c(=O)n(-c2ccccc2)c(=O)c2sccc21 | 1% | -4 | 0% | 6% | 36%[activator] | 8 | 0%
7 | CCN(CCn1cccn1)C(=O)c1cccc(OC2CCN(S(C)(=O)=O)CC2)c1 | 10µM* | -4 | 0% | 5% | 88%[activator] | -1 | 6%
8 | NC(=O)Cn1nc([N+](=O)[O-])nc1Oc1ccccc1F | ? | -10 | 6% | 2% | 25% | -5 | 14%
9 | O=S(=O)(NC1CC1)c1ccc(Cl)cc1 | 9% | . | 0% | 1% | 37%[activator] | -4 | 5%
10 | Cc1csc(NC(=O)/C=C/c2ccc(C)o2)n1 | 142%[activator] | 73* | -1% | -2% | 209%[activator] | 31* | -4%
11 | Cc1ccc(C(=O)Nc2ccc(N3CCN(C(=O)c4ccco4)CC3)cc2)cc1 | -19% | -4 | 2% | 6% | ? | 9 | -16%
12 | CN[C@@H](CC(C)C)C(=O)N[C@@H]1C(=O)N[C@H](CC(N)=O)C(=O)N[C@@H]2C(=O)N[C@H]3C(=O)N[C@H](C(=O)N[C@H](C(=O)O)c4cc(O)cc(O)c4-c4cc3ccc4O)[C@H](O)c3ccc(c(Cl)c3)Oc3cc2cc(c3O[C@H]2O[C@@H](CO)[C@@H](O)[C@@H](O)[C@@H]2O[C@@H]2C[C@](C)(N)[C@H](O)[C@H](C)O2)Oc2ccc(cc2Cl)[C@@H]1O | -11% | . | . | 1% | -7% | . | .
13 | CC(CO)(CO)N=Cc1c(O)n(-c2cccc3ccccc23)c(=O)[nH]c1=O | ? | 32 | 2% | 2% | 18% | -3 | 15%
14 | COc1ccc(-c2nc(C)ncc2N=Nc2ccccc2)cc1 | 3.7µM* | 23 | 3% | 0% | 9.3µM* | 20* | ?
15 | Cc1c(Br)cc(C(=O)N2CCCC2)c(C)c1C | -2% | 14 | 4% | 1% | -4% | -5 | 3%
16 | COc1ccccc1CCNCc1cc2c(cc1[N+](=O)[O-])OCO2 | 31%[activator] | -7 | -4% | 1% | 4% | -4 | 14%
17 | COC(=O)C1=C(c2ccc(F)cc2OCc2ccccc2)C[C@@H]2CC[C@H]1N2C(=O)NCc1cccc(F)c1 | ? | . | . | -3% | 2.3µM* | . | -6%
18 | O=C(CCc1nc2ccccc2s1)NC1CCOC1=O (centres undefined) | -7% | 13 | -1% | 8% | 39%[activator] | 5 | -7%
19 | CCN1CCN(C(=O)NC2CCCCC2)CC1 | -26% | -14 | -3% | 3% | -5% | 6 | -24%
20 | CC(=O)NS(=O)(=O)c1ccc(NC(=O)c2ccc3c(c2)C(=O)N(CCC(C)C)C3=O)cc1 | -14% | 15 | 1% | -8% | -4% | -3 | 5%
21 | COC(=O)[C@H](CCSC)NC(=O)Cn1ccc(N)nc1=O | 49%[activator] | . | . | -3% | 6% | . | 0%
22 | CS(=O)(=O)c1cccc(C(=O)Oc2ccccc2)c1 | 9% | 10 | 7% | -4% | 11% | -2 | -7%
23 | Cc1cc(C)cc(NC(=S)NCc2cccn2C)c1 | ? | -5 | 2% | -3% | ? | -3 | 0%
24 | C=CCC1(CC=C)CCCN1C(=O)C1CCC(=O)N(CCc2ccc(OC)cc2)C1 (centres undefined) | ? | 78* | -3% | -4% | ? | 53* | -5%
25 | O=C(NCCC1=CCCCC1)c1c(O)nc2ccccn2c1=O | 33%[activator] | -2 | 1% | -10% | ? | 15 | 25%
26 | CCOc1ccc(N=Nc2ccc(N)cc2N)cc1 | ? | . | . | -10% | ? | . | .
27 | CC(C)(C)NC(=O)CN(C(=O)c1csnn1)c1ccccc1-c1ccccc1 | -2% | -9 | -1% | 3% | -17% | -2 | 20%
28 | COC(=O)c1ccc(COc2ccccc2[N+](=O)[O-])o1 | 48%[activator] | 73* | 0% | 3% | 29% | 45* | -3%
29 | CCOc1ccc(/C=N/n2c(SC)nnc(C(C)(C)C)c2=O)cc1 | -7% | 17 | 1% | -4% | 31%[activator] | 6 | 3%
30 | Cc1cc(C)c(C(=O)N2CCCC(N3CCN(c4ccc(F)cc4)CC3)C2)o1 (centres undefined) | 7% | -1 | 4% | -5% | ? | 7 | -17%
31 | O=C(c1cccc(Cl)c1Cl)N1CCN(c2ccccn2)CC1 | . | -13 | -4% | 1% | 15% | -2 | -2%
32 | COCCn1nnnc1CN1CCC(NC(=O)c2ccc(Br)cc2)CC1 | -58% | 2 | 2% | 0% | ? | 2 | 5%
33 | CC(=O)C1=C(O)C(=O)N(CC(=O)O)C1c1ccccc1Cl (centres undefined) | 9% | -11 | 12% | 5% | . | -2 | -1%
34 | O=C(Nc1nonc1-c1ccc(Cl)cc1)c1ccccc1 | 11% | -12 | -1% | -1% | ? | 6 | 0%
35 | CCN(CC)c1ncnc2c1cnn2Cc1ccc(C)cc1 | -30% | 17 | -2% | -2% | ? | 7 | 9%
36 | O=C1CC(c2cccc(Br)c2)c2cc3c(cc2N1)CCC3 (centres undefined) | ? | 11 | -2% | 0% | ? | -4 | -12%
37 | Cc1nc(N2CCC(C)CC2)c(C#N)c(C)c1[N+](=O)[O-] | -5% | -17 | -5% | -3% | 4% | 1 | -28%
38 | COc1ccccc1-c1cc(C(=O)N/N=C\c2cnn(C)c2C)c2ccccc2n1 | ? | 10 | 1% | -9% | 3% | -6 | 59%[activator]
39 | CCN(C(=O)CSc1nc2c(cnn2-c2ccccc2)c(=O)[nH]1)C1CCS(=O)(=O)C1 (centres undefined) | ? | -12 | 2% | 0% | ? | -1 | 2%
40 | O=C(CNc1cc(S(=O)(=O)N2CCOCC2)ccc1N1CCCC1)N1CCc2ccccc21 | ? | -4 | -2% | 0% | 13µM* | 1 | -8%
41 | COc1ccc(NC(=O)COc2ccc(C)nc2[N+](=O)[O-])cc1S(N)(=O)=O | ? | . | . | 8% | -15% | . | 0%
42 | COc1ccc2[nH]c(C)c(C(=O)CN3CC(C)OC(C)C3)c2c1 (centres undefined) | ? | -7 | 1% | -2% | -17% | -10 | 12%
43 | CCCN1CCN(CCCNC(=S)Nc2ccc(OC)cc2)CC1 | ? | -17 | -4% | -9% | 0% | -2 | 0%
44 | CC(C)Oc1ccc(C(=O)Nc2c3c(nn2-c2ccccc2)CS(=O)(=O)C3)cc1 | -36% | -4 | 0% | 4% | ? | -5 | 8%
45 | O=C(O)c1cc(N/N=C/c2cccc3ccccc23)ccc1Cl | 63%[activator] | 114* | 0% | 0% | 215%[activator] | 103* | -16%
46 | CN(C)CCCNS(=O)(=O)c1ccc(-n2nnc3ccccc32)c([N+](=O)[O-])c1 | ? | 17 | 1% | -7% | 0% | -2 | -3%
47 | O=Cc1c(Cl)nc2ccccn12 | 28% | -3 | 1% | -11% | 8% | 1 | 9%
48 | Cn1nc(C(F)(F)F)c(CNC(=O)C(C)(C)CCl)c1N1CCOCC1 | ? | -9 | -1% | 2% | 23% | 1 | 3%
49 | CCCCCCN=C1CC(C)(C)CC(=O)/C1=C(/O)CCC | 6.6µM* | -8 | 0% | 0% | ? | 0 | -2%
50 | COc1ccc(N2CCN(C(CNC(=O)C(=O)NCC(OC)OC)c3ccco3)CC2)cc1 (centres undefined) | 44%[activator] | -11 | -12% | -6% | 10% | -4 | 0%

In a second layout: entries from further up
44) CC(C)Oc1ccc(C(=O)Nc2c3c(nn2-c2ccccc2)CS(=O)(=O)C3)cc1
38) COc1ccccc1-c1cc(C(=O)N/N=C\c2cnn(C)c2C)c2ccccc2n1
40) O=C(CNc1cc(S(=O)(=O)N2CCOCC2)ccc1N1CCCC1)N1CCc2ccccc21

assay / entry	44	38	40
Pf growth 96h	-36%	?	?
Shiga toxin inh	-4	10	-4
LmPK inhibitor	0%	1%	-2%
TbPYK inhibitor	4%	-9%	0%
Pf growth 48h	?	3%	13µM*
CHX counter	-5	-6	1
AMA1 RON2 block	8%	59%[activator]	-8%

Next section
# | canonical_smiles | Pf growth 96h | Shiga toxin inh | LmPK inhibitor | TbPYK inhibitor | Pf growth 48h | CHX counter | AMA1 RON2 block
51 | COc1ccc(C(=O)NCC(=O)N/N=C/c2cccnc2)cc1OC | 5% | 19 | 5% | 1% | 26% | -7 | 9%
52 | CCCc1cc(=O)[nH]c(SCC(=O)N2CCN(S(=O)(=O)c3ccccc3)CC2)n1 | ? | -5 | 5% | 8% | -9% | -2 | 30%
53 | CCCCOC(C)n1cc(F)c(=O)[nH]c1=O (centres undefined) | ? | -1 | -1% | 4% | -13% | -1 | -19%
54 | Cn1c2ccccc2c2nnc(SCC(=O)NC3CC3)nc21 | -23% | -4 | 6% | -5% | 48%[activator] | -6 | 1%
55 | CCN1CCN(C(c2cccs2)C(C)NC(=O)c2cccnc2)CC1 (centres undefined) | ? | -11 | -5% | -4% | 12% | -2 | 4%
56 | COc1cc(NC(=S)NC(=O)c2ccc(C)cc2C)ccc1NC(=O)c1cccs1 | ? | 8 | -3% | -10% | ? | 4 | 15%

Results in AMA1 RON2 block (6 entries from above):
item | structure | AMA1 RON2 block
51 | COc1ccc(C(=O)NCC(=O)N/N=C/c2cccnc2)cc1OC | 9%
52 | CCCc1cc(=O)[nH]c(SCC(=O)N2CCN(S(=O)(=O)c3ccccc3)CC2)n1 | 30%
53 | CCCCOC(C)n1cc(F)c(=O)[nH]c1=O (centres undefined) | -19%
54 | Cn1c2ccccc2c2nnc(SCC(=O)NC3CC3)nc21 | 1%
55 | CCN1CCN(C(c2cccs2)C(C)NC(=O)c2cccnc2)CC1 (centres undefined) | 4%
56 | COc1cc(NC(=S)NC(=O)c2ccc(C)cc2C)ccc1NC(=O)c1cccs1 | 15%
